Assay outcomes deposited in PubChem by The Scripps Research Institute Molecular Screening Center.
proKLK7 act: proKLK7 (human) activation, primary screen; P49862; purified proKLK7, EDANS-DABCYL substrate fluorescence; 100% is mature enzyme control, 0% vehicle; activation, % at 7 µM; 0.9% of 370,000 active;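 active means activation above the mean of all tested compounds plus 3 SD, computed per campaign excluding outliers beyond control limits, cut at about 13% in these data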
Target sequence (P49862 whole entry, looked up): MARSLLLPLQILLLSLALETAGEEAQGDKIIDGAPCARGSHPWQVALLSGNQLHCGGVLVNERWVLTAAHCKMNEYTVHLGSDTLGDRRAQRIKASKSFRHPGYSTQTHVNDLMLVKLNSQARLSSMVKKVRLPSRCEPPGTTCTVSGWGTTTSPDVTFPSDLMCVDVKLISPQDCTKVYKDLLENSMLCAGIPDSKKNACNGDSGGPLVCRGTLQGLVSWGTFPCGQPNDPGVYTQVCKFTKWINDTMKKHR
ADAM10 inh: inhibits human ADAM10; recombinant ADAM10, EDANS/DABCYL FRET peptide cleavage, 3 h; 0.62% of 370,000 active; O14672; inhibition, % at 7 µM;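 active means inhibition above a per-campaign cutoff equal to the mean of compounds falling between control-based bounds plus 3 SD, cut at about 20% in these data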;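 further: 0% = DMSO wells while the 100% control is not disclosed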
ADAM17 inh: ADAM17 inhibition, QFRET primary screen | recombinant ADAM17, EDANS/DABCYL FRET peptide cleavage | inhibition, % at 6.95 µM | 0.83% of 370,000 active | AID 720648;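 active means inhibition above the mean of compounds lying between control limits plus 3 SD, set per campaign, cut at about 8.5% in these data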;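 further: 0% = DMSO-only wells as the low control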
ARFGAP1 inhibitor: rat ARFGAP1 inhibition | Q62848 | Arfgap1-stimulated ARF1 GTP hydrolysis, GDP FP detection | inhibition, % at 16.5 µM | 0.26% of 360,000 active | AID 651572;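 active means inhibition above a per-plate limit, mean inhibition of low control wells plus 3 SD, cut at about 25% in these data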;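 further: 0% = DMSO wells with enzyme and 100% = wells lacking Arfgap1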
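Material – truncated rat Arfgap1 GAP domain · Buffer or medium – HEPES-based buffer, pH 7.5 · Reagent – human ARF1(Δ1-17)-GTP substrate · Dosing – 16.5 µM single point, 1.26% DMSO · Schedule – GTP hydrolysis reaction 2 h at 25 °C · Technique – GDP detection by fluorescence polarization · Benchmarks – No-Arfgap1 wells (100%) versus DMSO full-reaction wells (0%) · Repeats – single replicate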
PLC-gamma1 inh: inhibitors of human phospholipase C gamma1; purified PLC-gamma1, fluorogenic substrate, fluorescence; inhibition, % at 12.2 µM; P19174; 0.84% of 370,000 active; in the data active means inhibition above about 9.5%
LEDGF integ inh: blocks HIV-1 LEDGF/p75-dependent DNA integration; 0.64% of 370,000 active; inhibition, % at 3.7 µM; TR-FRET IN-LEDGF/p75 DNA integration, Eu/Cy5;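 active means inhibition above the screen-wide mean plus 3 SD, cut at about 13% in these data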;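 further: signal is the Cy5 over europium emission ratio at 671 and 618 nm; 0% = plate median of compound wells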
Tn7 DDE FP: DD(E)-Tn7 binding inhibition, primary FP screen; P02675; FP displacement of FITC-Tn7 peptide from fibrin DD(E); 0% = median of compound wells per plate; inhibition, % at 8.3 µM; 0.13% of 370,000 active;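 active means inhibition above the mean of compounds falling within the control limits plus 3 SD of them, cut at about 14% in these data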;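 further: 0% = plate median of compound wells and 100% = 10 µM Aha-Tn7 peptide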
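Assay system: Human fibrin DD(E) protein | Medium: Tris buffer with calcium and detergent, pH 7.8 | Reagent: 0.1 µM fluorescent Tn7 | Compound dosing: Single point at 8.3 µM | Times: 10 min preincubation, 3 h with tracer, room temperature | Detection: Fluorescence polarization of the labelled Tn7 tracer | Controls: Aha-Tn7 high control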
TDP2 absorb: TDP2 (human) inhibition, absorbance primary screen. 0.34% of 370,000 active. inhibition, % at 12.8 µM. recombinant TDP2, T5PNP hydrolysis, p-nitrophenol absorbance 415 nm. O95551;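 active means inhibition above the mean of all tested compounds plus 3 SD, set per campaign, cut at about 25% in these data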;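 further: 0% = DMSO with enzyme and 100% = buffer with substrate but no TDP2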
Target sequence (O95551 whole entry, looked up): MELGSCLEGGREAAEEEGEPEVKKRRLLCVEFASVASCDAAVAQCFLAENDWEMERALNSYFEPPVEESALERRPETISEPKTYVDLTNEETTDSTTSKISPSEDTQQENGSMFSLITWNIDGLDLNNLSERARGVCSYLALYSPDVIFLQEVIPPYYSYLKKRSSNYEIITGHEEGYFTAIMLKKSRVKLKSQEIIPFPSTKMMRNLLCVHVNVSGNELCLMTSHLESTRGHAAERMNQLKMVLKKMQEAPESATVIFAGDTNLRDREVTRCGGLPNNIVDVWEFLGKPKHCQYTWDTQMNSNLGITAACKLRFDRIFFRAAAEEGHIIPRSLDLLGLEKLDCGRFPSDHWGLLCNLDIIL
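Assay system: Recombinant human TDP2 | Quantity: 120 nM TDP2 per well | Incubation: 2 h at 37 °C | Signal: Epi absorbance | Evaluation: Percent inhibition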
DDE Tn6 FP inh: disrupts Tn6 cyclic peptide binding to fibrin D-Dimer-E complex | 0.21% of 370,000 active | inhibition, % at 8.3 µM | AID 720509 | P02675 | Fibrin DD(E) TRITC-Tn6 fluorescence polarization displacement;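 active means inhibition above a per-campaign cutoff: mean of compounds within control limits plus 3 SD, cut at about 15% in these data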;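 further: 0% = median of all compound wells on the plate and 100% = blocking peptide control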
ASAP1 GAP inh: blocks human ASAP1-stimulated Arf1 GTP hydrolysis. inhibition, % at 16.5 µM. GDP FP detection. 0.19% of 360,000 active. Q9ULH1; in the data active means inhibition above about 25%;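 further: 0% = vehicle with enzyme and substrate and 100% = no enzyme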
Target sequence (Q9ULH1 325-724 limits assumed): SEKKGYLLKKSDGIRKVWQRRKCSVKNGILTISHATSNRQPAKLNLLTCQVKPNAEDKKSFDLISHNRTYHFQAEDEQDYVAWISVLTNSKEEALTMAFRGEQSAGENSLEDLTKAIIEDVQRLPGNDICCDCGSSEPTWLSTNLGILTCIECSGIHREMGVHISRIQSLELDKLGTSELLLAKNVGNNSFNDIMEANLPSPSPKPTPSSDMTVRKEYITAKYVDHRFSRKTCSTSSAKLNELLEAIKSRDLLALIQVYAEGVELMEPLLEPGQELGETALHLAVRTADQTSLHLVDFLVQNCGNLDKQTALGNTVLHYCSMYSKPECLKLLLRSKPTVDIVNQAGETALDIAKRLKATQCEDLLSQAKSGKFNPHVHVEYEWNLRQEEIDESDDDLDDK
* marks the source's active call; other numbers are inactive results; i = inactive; · = not tested or not shown.

LEDGF integ inh,DDE Tn6 FP inh,Tn7 DDE FP,ASAP1 GAP inh,PLC-gamma1 inh,TDP2 absorb,proKLK7 act,ARFGAP1 inhibitor,ADAM17 inh,ADAM10 inh,Structure
2,1,2,12,0,-13,0.8,-7,0,1,O=C(Nc1ccc(S(=O)(=O)Nc2ccc(Cl)cc2)cc1)C1CCCO1 (configuration not stated)
-5,3,2,-7,4,-1,0.0,-6,0,5,Cc1cnc(NC(=O)C(C)N2CCN(C)CC2)s1 (configuration not stated)
3,-2,0,17,-1,14,0.3,4,-2,3,COc1ccc(CNC(=O)CSc2nnc(C)c(=O)[nH]2)cc1
-7,5,6,3,-2,1,-0.8,4,-2,2,O=S(=O)(c1ccc(Cl)cc1)N1CCN=C1SCc1cccnc1
0,1,2,-15,-1,15,0.0,-6,2,2,O=C(O)c1ccc(COc2ccccc2[N+](=O)[O-])o1
0,-3,3,-16,0,6,0.2,-12,-2,4,CCc1ncc(CN2CCCC(C(=O)Nc3ccc(-c4cscn4)cc3)C2)cn1 (configuration not stated)
-5,-1,2,-1,4,-4,0.1,7,2,-4,S=C(Nc1ccc(Cl)cc1)N1CCCCC1
1,-3,0,1,0,0,0.1,-9,2,1,COc1ccc(Nc2nc(Cl)nc(Nc3ccc(OC)cc3)n2)cc1
3,3,1,4,-67,6,-2.6,7,-25,-58,C=CCNC(=O)[C@@H]1CSC2c3ccc(OC)c(OC)c3C(=O)N21 (some centres not stated)
-4,2,-8,-5,-1,9,-0.5,14,-9,-23,O=C(NCc1csc(-c2cccs2)n1)c1ccsc1

Fetched one by one from the entries so far (6):
LEDGF integ inh,DDE Tn6 FP inh,Tn7 DDE FP,ASAP1 GAP inh,PLC-gamma1 inh,TDP2 absorb,proKLK7 act,ARFGAP1 inhibitor,ADAM17 inh,ADAM10 inh,Structure
1,-3,0,1,0,0,0.1,-9,2,1,COc1ccc(Nc2nc(Cl)nc(Nc3ccc(OC)cc3)n2)cc1
-4,2,-8,-5,-1,9,-0.5,14,-9,-23,O=C(NCc1csc(-c2cccs2)n1)c1ccsc1
-5,3,2,-7,4,-1,0.0,-6,0,5,Cc1cnc(NC(=O)C(C)N2CCN(C)CC2)s1 (configuration not stated)
0,1,2,-15,-1,15,0.0,-6,2,2,O=C(O)c1ccc(COc2ccccc2[N+](=O)[O-])o1
-5,-1,2,-1,4,-4,0.1,7,2,-4,S=C(Nc1ccc(Cl)cc1)N1CCCCC1
-7,5,6,3,-2,1,-0.8,4,-2,2,O=S(=O)(c1ccc(Cl)cc1)N1CCN=C1SCc1cccnc1

Continued:
LEDGF integ inh,DDE Tn6 FP inh,Tn7 DDE FP,ASAP1 GAP inh,PLC-gamma1 inh,TDP2 absorb,proKLK7 act,ARFGAP1 inhibitor,ADAM17 inh,ADAM10 inh,Structure
2,-9,1,-4,-7,-2,-0.6,-3,-1,-6,Cc1cccc(/C=N/NC(=O)c2ccc(NC(=O)c3ccc(F)cc3)cc2)n1
2,-6,4,11,0,10,0.2,13,-5,-6,Cn1c(=O)c2c(nc(N3CCCCCC3)n2CC(O)COc2ccccc2)n(C)c1=O (configuration not stated)
-2,-4,-1,-8,7,0,0.1,4,-5,-3,CCOC(=O)C1=C(N)OC2=C(C(=O)CC(C)(C)C2)C1C1CCCCC1 (configuration not stated)
5,2,-4,·,0,1,0.7,·,3,6,COc1ccc2c(c1)CCCN2C(=O)C1CCCN(S(=O)(=O)c2cccs2)C1 (configuration not stated)
-2,4,8,7,15*,-3,0.9,10,-1,7,Cc1ccc(OCC(=O)OCc2c(C)noc2C)cc1C
0,4,-6,2,-23,4,0.7,-10,-4,-7,COc1cc(SC)ccc1C(=O)Nc1nc(C)cs1
-1,-1,2,5,-1,-2,-0.6,13,1,2,O=C(COC(=O)c1c2c(nc3ccccc13)CCCC2)c1cccs1
2,-10,0,5,3,5,0.3,2,-2,-3,COc1cccc2cc(C(C)N(CCCN3CCOCC3)C(=S)Nc3ccccc3C)oc12 (configuration not stated)
-4,-6,1,-12,2,0,-0.4,0,-5,-8,COCc1[nH]nc2c1C(c1cccc(C(F)(F)F)c1)N(c1ccccc1)C2=O (configuration not stated)
2,-1,-4,-8,3,-26,0.2,-3,4,8,O=C(O)COc1ccc(/C=N/NC(=O)Cc2ccc(Cl)cc2)cc1
2,-2,0,-9,0,-1,0.8,17,-1,-6,O=C(c1ccc(Cl)c(S(=O)(=O)N2CCCCC2)c1)N1CCCC(C(F)(F)F)C1 (configuration not stated)
-5,-6,-5,-1,1,0,0.0,5,-3,-9,COc1ccccc1C(=O)OCCNC(=O)Cn1cnc2c1c(=O)n(C)c(=O)n2C
-2,4,4,1,-1,0,-0.8,2,3,5,O=C(c1ccc(COc2c(F)c(F)cc(F)c2F)o1)N1CCN(c2ccccc2)CC1
-2,-4,1,-4,1,8,-0.4,24,-1,2,COc1ccc(S(=O)(=O)NCC2CCCN(Cc3cccnc3)C2)cc1 (configuration not stated)
4,-1,2,-5,-3,-1,0.0,7,-1,1,C=CCN1C(=O)/C(=C/c2ccc(-c3ccc(F)cc3)o2)SC1=S
-2,-1,0,-4,0,-7,-0.1,-16,2,4,CCC(C)c1ccc(-n2c(=O)c3ccccc3n3c(=S)[nH]nc23)cc1 (configuration not stated)
5,-10,-1,-2,-8,6,0.4,4,-8,-21,Cc1c(Cl)cccc1NC(=S)Nc1ccc2[nH]c(=O)[nH]c2c1
0,5,-3,14,-33,11,0.5,14,-4,-10,CCN(CC)Cc1cc2[nH]c3c4ccc(Cl)cc4ncc3c2cc1OC
-3,-2,10,0,-12,5,0.9,-1,-30,-82,COc1ccccc1OCC(=O)N1CCC2(CC1)CC(=O)c1ccccc1O2
1,4,-2,-1,1,-2,-0.3,-8,-3,-13,Cc1cc(NC(=O)C2COc3ccccc3O2)no1 (configuration not stated)
-1,-2,2,-3,-297,2,22*,-2,-392,i,CC(C)OCCCn1c(=N)c(C(N)=S)cc2c(=O)n3ccccc3nc21
4,-6,-5,2,1,13,-0.1,2,2,2,CC(C)(C)c1ccc(-c2noc(CCC(=O)Nc3cccnc3)n2)cc1
2,4,5,3,1,4,0.0,-17,0,-1,O=c1c(Cc2c(F)cccc2Cl)c(O)ccn1CCCn1ccnc1
-5,3,2,-9,-1,3,0.2,0,-3,-4,COc1ccccc1CN1CC(C(=O)NCc2cccnc2)CC1=O (configuration not stated)
3,9,7,-15,3,1,0.2,-6,-6,-9,NC(=O)c1ccc(NC(=O)Cn2c(=O)n(-c3ccccc3)c(=O)c3oc4ccccc4c32)cc1
0,-5,2,1,-39,7,0.5,-2,-7,-16,CC(C)S(=O)(=O)C1=NSC2=NC(=O)/C(=C\c3ccc(-c4ccccc4)o3)C(=N)N21
-2,-10,1,-4,-125,-6,-2.9,7,-32,-89,COc1ccc(NC(=O)c2cc(-c3ccc(C)o3)nc3ccccc23)cc1
-2,-9,3,-2,2,-10,0.4,5,6,15,COC(=O)c1ccc(OCC(=O)c2ccc(O)cc2O)cc1
3,1,0,-1,4,-13,1.1,7,5,3,CC(C)C(=O)Nc1cccc(NC(=O)c2cccc(Br)c2)c1
0,-1,-4,-5,-6,-3,0.3,-5,-2,2,Cn1cccc1C(=O)NC(=O)CSc1cccc[n+]1[O-]
1,-2,-3,-12,-1,7,0.5,-2,-4,1,COc1ccc([N+](=O)[O-])cc1NC(=O)CCSCCc1ccccn1
-1,4,8,2,-1,0,0.8,0,0,0,N/C(=N\OCc1ccccc1)c1nonc1N
0,12,3,1,0,11,0.3,-1,0,11,COc1ccccc1NC(=S)NC(=O)CCc1ccccc1
-2,4,2,8,0,1,0.9,5,0,-6,COc1ccc(CNC(=O)c2sc(=O)n(Cc3cc(Cl)ccc3OC)c2C)cc1
-3,-1,6,0,1,-2,-0.3,22,-6,0,S=C(Nc1ccccc1)Nc1nccs1
1,-1,1,16,-36,4,-0.1,-9,1,-5,Cc1sc(N/N=C/c2cccnc2)nc1-c1ccc(Cl)cc1
4,1,2,-3,0,0,0.8,-11,-3,-6,O=C(CSc1nnc(-c2cnccn2)n1Cc1ccco1)Nc1ccc(Br)cc1
0,0,1,-29,-2,-2,-0.2,5,-1,7,C[C@H](NC(=O)c1nc[nH]c1C(=O)N1CCN(C(=O)OC(C)(C)C)CC1)C(=O)OC(C)(C)C
-3,-4,6,11,-1,-1,0.6,5,-1,0,O=C(Nc1ccccc1F)Nc1ccc([N+](=O)[O-])cc1Cl
3,8,1,7,1,9,-0.2,5,1,-5,C/C(=N\NC(=O)c1nn(C)c(C)c1Br)c1ccc(NC(=O)c2ccoc2C)cc1
-2,5,8,-13,-1,7,-0.5,12,-4,-3,CCOC(=O)CNC(=O)c1sc(NC(=O)c2ccccc2F)nc1C
-5,0,-4,-5,-278,1,-5.8,0,-265,i,CCN(CC)S(=O)(=O)c1ccc(-c2cn3ccc(C)cc3n2)cc1
-2,-9,-1,-5,1,7,0.0,11,1,3,CCOC(=O)c1sc(=S)n(-c2ccccc2OC)c1N
-1,-7,-1,-5,3,9,0.5,-1,8,-2,COc1cccc(NC(=O)CN(C)C(=O)c2ccccc2Sc2ccccc2C#N)c1
-1,2,1,-4,1,-13,-0.1,0,0,1,N#Cc1ncn(-c2ccc(Oc3ccccc3)cc2)c1N
-2,-11,8,3,0,-9,-0.4,5,-2,-14,CCCN(CCC)CCNc1c(NC2CCN(C(=O)OCC)CC2)c(=O)c1=O
1,0,3,-2,0,-4,-0.6,17,0,6,CC1CC2=C(NC(=S)NC2c2cccc(F)c2)/C(=C/c2cccc(F)c2)C1 (configuration not stated)
-2,-10,-1,-5,-1,7,0.7,12,-1,1,O=C(Cc1ccc(Cl)cc1)NCC(=O)N1CCCC1
2,-1,-2,6,3,-13,0.2,-3,3,-3,COC(=O)Cn1c(N2CCCC2)nc2c1c(=O)n(C)c(=O)n2C
-3,4,-3,3,1,3,0.4,-24,-6,-8,COc1cccc(NC(C)C(=O)N2CC(C)OC(C)C2)c1 (configuration not stated)
0,-5,-1,0,-4,6,-0.3,-6,0,3,O=C(COC(=O)Cc1c[nH]c2ccccc12)Nc1cc(S(=O)(=O)N2CCOCC2)ccc1Cl
1,10,3,-18,0,-1,1.0,0,-2,7,O=C(NC1CCCCC1)c1cccc(S(=O)(=O)N2CCOCC2)c1
